Compound activity (PubChem)
ARNT TACC3 PPI: disruptors of ARNT/TACC3 protein interaction, primary screen, biochemical, AlphaScreen, single concentration; inhibition, % at 9.99 µM; AlphaScreen His-ARNT PAS-B/GST-TACC3 binding, luminescence; TACC3 fragment carries E629A point mutation; AID 623870, 2012; 390,000 tested, 0.66% active; Transforming acidic coiled-coil-containing protein 3 (Homo sapiens), Q9Y6A5;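 active means mean inhibition of replicates at least 50% and at least half of replicates each reaching 50%; inconclusive means half or more replicates reach 50% but mean below 50%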;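 further: 0% = complete ARNT plus TACC3 wells and 100% = ARNT alone without TACC3; many hits fall short of the cut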
Statin myotox sup: suppressors of statin myotoxicity in C2C12 myotubes, primary screen, cell-based, single point, plate reader | rescue of ATP level, % at 7.49 µM | C2C12 myotubes + simvastatin, ATP luminescence, 48 h; scaled: DMSO 0, geranylgeraniol control 100 | 330,000 tested, 0.78% active;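 active means mean ATP rescue above about 67%, or every replicate alone reaching that limit, limit read from the data, passing the limit was not always enough; inconclusive means no clear call, values can overlap the other calls; inactive means mean under the limit and some replicate under it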;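 further: myotubes were challenged with 10 µM simvastatin during compound exposure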
miR-122 sensor: miR-122 Renilla sensor signal increase in Huh7, primary screen, miR-122 inhibitor project, cell-based, single point, plate reader. Huh7 miR-122 Renilla luciferase sensor, 48 h; neutral wells = 0, positive control = 100. activation (reporter increase), % at 12.5 µM. 340,000 tested, 0.3% active. AID 602342, 2012;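 active means mean replicate activation score at least 90 and every replicate individually at or above 90; inconclusive means only one of the two criteria met; inactive means neither criterion met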;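 further: higher luciferase means less miR-122 activity so hits act as miR-122 inhibitors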
esBAF inh: Bmi1 luciferase reporter increase in mESCs, primary screen, esBAF inhibitor project, mouse ES cells, Bmi1 luciferase knock-in, single point | reporter increase, % at 12.5 µM | 24 h; 100% = twice the neutral-well signal | AID 602393, 2012 | 350,000 tested, 2% active; in the data active means activation above about 40%; inconclusive means no clear call, values can overlap the other calls;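 further: 0% = median of the plate's neutral control wells and 100% = double that signal; a rise in the Bmi1 reporter signal indicates esBAF inhibition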
Cneo AK release: Cryptococcus neoformans cell lysis inducers, primary screen, AK release luminescence, single concentration. C. neoformans lysis, adenylate kinase release luminescence, 4 h; normalised: neutral wells 0, clomiphene wells 100. lysis activity, % at 15 µM. 360,000 tested, 0.2% active;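 active means mean lysis activity across replicates of at least 80%, whatever share of replicates individually reach that level; inactive means mean lysis activity below 80%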
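read-out = cell lysis signal | test system = log-phase Cryptococcus neoformans yeast cells | input = cells at 5 × 10^6 per mL | medium = fresh YPD growth medium | signal = luminescent adenylate kinase detection reagent | timing = 4 h at 37 °C static, read 1 h later | dosing = single dose | controls = Clomiphene as positive lysis control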
ERp5 inh: inhibitors of ERp5-driven insulin aggregation, primary screen, biochemical, turbidity, absorbance 650 nm, single point | Protein disulfide-isomerase A6 (Homo sapiens), Q15084 | 90 min | inhibition, % at 9.99 µM | 350,000 tested, 0.05% active | AID 651711, 2012;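 active means mean replicate inhibition above about 25%, with every replicate also reaching it, limit read from the data, passing the limit was not always enough; inconclusive means only one of those two criteria met; inactive means neither criterion met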
Target sequence (Q15084 whole entry, looked up): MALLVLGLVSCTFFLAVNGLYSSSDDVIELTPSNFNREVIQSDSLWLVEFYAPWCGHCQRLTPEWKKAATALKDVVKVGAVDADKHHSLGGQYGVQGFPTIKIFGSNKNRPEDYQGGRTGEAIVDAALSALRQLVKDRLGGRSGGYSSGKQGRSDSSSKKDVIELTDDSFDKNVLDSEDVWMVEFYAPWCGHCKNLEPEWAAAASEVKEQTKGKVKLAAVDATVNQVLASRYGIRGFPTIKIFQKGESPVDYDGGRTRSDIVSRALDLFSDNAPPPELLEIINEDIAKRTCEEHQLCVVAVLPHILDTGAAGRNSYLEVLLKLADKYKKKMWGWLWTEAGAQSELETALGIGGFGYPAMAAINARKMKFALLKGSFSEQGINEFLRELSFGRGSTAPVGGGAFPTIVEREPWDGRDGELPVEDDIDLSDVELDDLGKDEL
SIRT5 inh: SIRT5 desuccinylase inhibitors, primary screen, biochemical, fluorescence imaging, single point, set 5 | inhibition, % at 15 µM | NAD-dependent protein deacylase sirtuin-5, mitochondrial (Homo sapiens), Q9NXA8 | Purified SirT5, succinyl-peptide AMC, trypsin-coupled fluorescence | 330,000 tested, 1.1% active | AID 652115, 2013; in the data active means inhibition above about 15%; inconclusive means no clear call, values can overlap the other calls
Target sequence (Q9NXA8 whole entry, looked up): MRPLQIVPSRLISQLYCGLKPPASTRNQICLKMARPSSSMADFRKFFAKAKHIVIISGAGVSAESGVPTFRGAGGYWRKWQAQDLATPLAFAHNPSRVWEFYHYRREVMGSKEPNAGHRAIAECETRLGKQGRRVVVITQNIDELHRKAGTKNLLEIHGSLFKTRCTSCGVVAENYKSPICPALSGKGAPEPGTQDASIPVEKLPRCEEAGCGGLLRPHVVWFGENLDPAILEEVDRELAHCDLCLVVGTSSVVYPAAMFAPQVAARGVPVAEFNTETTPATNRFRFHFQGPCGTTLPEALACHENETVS
* = called active by the depositor; ? = inconclusive; · = no result given; [ ] = remark or other dose. Hits appear at their usual frequency; any-hit rate near 4%.

SMILES	ARNT TACC3 PPI	Statin myotox sup	miR-122 sensor	esBAF inh	Cneo AK release	ERp5 inh	SIRT5 inh
CCN1C(=O)N[C@@H](c2cccc(C(F)(F)F)c2)[C@@H](C(=O)OC)[C@H]1C	·	19.9	·	-3.5	-0.5	1.5	·
O=C(Nc1ccccc1Cl)N1CCCN(c2nc(-c3ccccc3)ns2)CC1	-2.4	17.0	-13.7	-4.6	0.0	3.3	-2.4
Cc1noc(C)c1S(=O)(=O)N(CC(=O)NC(C)c1ccccc1)c1ccc(C(C)C)cc1 (stereo not drawn)	-2.3	-8.3	-3.0	7.4	-0.9	4.2	-5.3
Nc1ccccc1-c1nc2ccccc2[nH]1	-11.0	5.3	5.1	35.4	-3.4	·	·
CCn1c(SCC(=O)NC(C)(C)C)nnc1-c1ccncc1	-4.4	·	·	·	·	6.6	1.8
COc1ccc(S(=O)(=O)Nc2ccc3c(c2)C(=O)N([C@@H](C)CO)C[C@H](C)[C@H](CN(C)C(=O)Cc2ccccc2)OCCCC[C@H](C)O3)cc1	-4.4	·	-14.4[16.7 µM]	-1.2	-3.0	-1.3	8.1
CC1CN(S(=O)(=O)c2ccc(CN3C(=O)c4cccnc4C3=O)s2)c2ccccc2O1 (stereo not drawn)	9.2	-0.5	4.3	3.6	1.6	6.4	23.5*
Cc1ccc(S(=O)(=O)Nc2ccc3c(c2)C(=O)N([C@H](C)CO)C[C@@H](C)[C@@H](CN(C)S(=O)(=O)c2ccc(C)cc2)OCCCC[C@@H](C)O3)cc1	3.1	·	10.7[16.7 µM]	-17.8	0.5	-1.0	4.5
Cc1ccc(NCc2nc3ccccc3n2CCOc2ccccc2)cc1	6.7	·	1.9	·	-6.8	5.5	-7.1
CCCC#Cc1ccc2c(c1)O[C@H](CN(C)C(=O)CC)[C@H](C)CN([C@@H](C)CO)S2(=O)=O	2.0	-28.4	-2.8[16.7 µM]	-1.3	0.5	-5.7	-1.3

Records listed above that bear a hit mark in SIRT5 inh:
Structure	ARNT TACC3 PPI	miR-122 sensor	esBAF inh	ERp5 inh	SIRT5 inh
CC1CN(S(=O)(=O)c2ccc(CN3C(=O)c4cccnc4C3=O)s2)c2ccccc2O1 (stereo not drawn)	9.2	4.3	3.6	6.4	23.5*

More results follow:
SMILES	ARNT TACC3 PPI	Statin myotox sup	miR-122 sensor	esBAF inh	Cneo AK release	ERp5 inh	SIRT5 inh
COc1ccc(NC(=O)N(C)C[C@H]2Oc3ccc(NC(=O)CCCN(C)C)cc3C(=O)N([C@H](C)CO)C[C@H]2C)cc1	-7.4	5.3	-9.2[16.7 µM]	3.3	56.2	10.8	0.5
COCC(=O)Nc1ncc(S(=O)(=O)c2ccc([N+](=O)[O-])cc2)s1	8.6	·	·	·	·	3.7	-2.8
O=C(CN1C(=O)NC2(CCc3ccccc32)C1=O)c1ccc(Br)s1 (stereo not drawn)	0.9	7.8	·	2.4	1.0	3.6	1.0
CCNc1ccc(S(=O)(=O)N(C)C)cc1NCC(=O)Nc1ccccc1Cl	1.3	-1.6	7.5	-4.7	-3.2	-2.0	-0.1
CN(C)/N=C/c1ccc(OS(=O)(=O)c2ccccc2)cc1	0.0	·	·	·	·	-2.6	-2.6
CN(C)CC(=O)Nc1ccc2c(c1)[C@H]1C[C@H](CC(=O)NCc3ccccc3F)O[C@@H](CO)[C@H]1O2	6.6	-4.4	0.8[16.7 µM]	1.1	47.7	·	·
COCCCNC(=O)C12CCC(C)(C(=O)C1)C2(C)C (stereo not drawn)	-3.7	·	4.1	·	-2.0	·	·
O=C(C[C@H]1CC[C@H](NC(=O)Cc2ccccn2)[C@@H](CO)O1)NCCc1ccncc1	5.1	-3.4	-1.7[16.7 µM]	-3.9	-19.2	0.8	-4.2
CC1=C(C(=O)OCc2ccccc2)C(c2ccccc2Cl)NC(=O)N1CCCC(=O)O (stereo not drawn)	-3.5	-16.5	0.6	4.2	1.5	2.2	-4.1
CCOC(=O)C1(CCc2ccccc2)CCN(C(=O)C2CCCO2)CC1 (stereo not drawn)	-6.3	1.8	-3.9	8.7	·	3.4	-0.1
O=C(Nc1ccc(S(=O)(=O)N2CCOCC2)cc1)c1cccs1	2.4	·	-2.0	0.3	2.5	·	·
CCOc1cc(-c2nc(-c3ccccc3)c(-c3cc([N+](=O)[O-])ccc3C)[nH]2)ccc1O	-3.8	-16.3	-12.2	-2.0	1.0	·	·
COc1cc2c(cc1OC)CN(C(=O)C1CCC(=O)N(CCCN3CCOCC3)C1)CC2 (stereo not drawn)	-1.4	-5.5	-5.3	-4.2	0.1	1.8	1.9
CC(=O)c1cccc(N=Cc2c(O)ccc3ccccc23)c1	-0.9	1.8	16.4	11.6	1.1	3.8	-8.5
CC(C)N(Cc1ccccc1)S(=O)(=O)c1ccc(-n2cccn2)cc1	·	-12.1	-4.3	-20.6	1.3	-11.0	·
COc1ccc(C(C)=O)cc1CC1(C)C(=O)Nc2ccc(OC(F)(F)F)cc21 (stereo not drawn)	·	19.2	-6.6	-2.5	-0.8	2.5	0.6
CCCC(=O)Nc1ccc2c(c1)OC[C@H](C)N(C(=O)c1cnccn1)C[C@H](C)[C@H](OC)CN(C)C2=O	1.6	-1.5	·	-5.3	-7.9	-0.2	-2.9
COc1cc(Br)c(C(C)NC(=O)c2ccccc2)cc1OC (stereo not drawn)	-2.7	22.9	2.7	-0.9	1.7	5.0	2.0
COCCNC(=O)CN1C(=O)NC2(CCCc3cc(OC)ccc32)C1=O (stereo not drawn)	-14.3	3.8	·	-4.2	0.0	-0.3	-2.7
CCN(CC(=O)Nc1ccc2c(c1)OCCO2)C(=O)/C=C/c1cccc(C(F)(F)F)c1	6.2	4.8	-8.5	-9.5	-0.4	3.7	-5.0
COCC(=O)N1C[C@H](C)[C@@H](OC)CN(C)C(=O)c2cc(NC(=O)C3CCC3)ccc2OC[C@@H]1C	-8.0	17.4	·	-0.2	0.3	-2.6	-5.8
Cc1ccccc1CN(C)C(=O)[C@H](Cc1ccccc1)NC(=O)c1ccco1	3.7	6.3	-2.4	2.6	1.8	5.1	-0.3
O=C(NCCC(=O)N1CCN(S(=O)(=O)c2ccc(Cl)cc2)CC1)Nc1ccccc1	-0.2	-4.4	1.6	·	-1.0	2.0	6.2
CCc1ccc(CNC(=O)C2CCC(=O)N2C2CCCCC2)cc1 (stereo not drawn)	4.4	0.5	8.4	6.1	-5.7	·	·
CCn1c(Cc2ccccc2)nnc1SCC(=O)NC1CCCC1	-3.1	-3.2	-1.5	7.1	0.8	-2.0	·
Cc1noc(C)c1S(=O)(=O)Nc1ccc2c(c1)C(=O)N([C@@H](C)CO)C[C@H](C)[C@H](CN(C)S(=O)(=O)c1cccs1)O2	-0.3	-17.9	6.4[16.7 µM]	6.3	-2.3	-3.7	-3.3
Cc1ccc(S(=O)(=O)N(C)C[C@@H]2Oc3c(NC(=O)Nc4ccc(C(F)(F)F)cc4)cccc3C(=O)N([C@H](C)CO)C[C@@H]2C)cc1	-29.6	33.9	-2.0[16.7 µM]	-9.2	-0.6	-0.1	3.9
CNc1nnc(-c2cc3cc(Cl)ccc3oc2=O)s1	-0.4	13.7	-6.4	31.5	-1.4	·	·
C[C@H]1CN([C@@H](C)CO)C(=O)Cc2cc(NC(=O)Cc3cn(C)c4ccccc34)ccc2O[C@H]1CN(C)Cc1ccc(C(=O)Nc2ccccc2N)cc1	1.7	-15.2	6.2[16.7 µM]	-15.6	41.5	2.8	4.7
O=C(N[C@H]1CC[C@H](CCn2cc(-c3ccccn3)nn2)O[C@H]1CO)c1ccccc1	54.0*	-0.8	·	0.5	-0.7	7.9	-4.2
CC1CN(C(=O)c2ccc(COc3ccccc3Cl)o2)CC(C)O1 (stereo not drawn)	-1.4	5.1	2.0	-5.3	0.6	1.0	-3.1
CCNC(=O)[C@@H]1[C@@H](CO)[C@@H]2Cn3c(cccc3=O)[C@@H]2N1Cc1cccc(F)c1	-2.3	2.2	-3.8[16.7 µM]	1.3	-4.8	-4.8	-2.1
CC1=C(C#N)C(=O)NC(=O)/C1=C\c1ccc(-c2cc(C)c(C)cc2[N+](=O)[O-])o1	11.0	-0.9	6.7	-0.8	0.3	5.4	17.0*
CCOc1ccc(NC2CCN(C(C)=O)CC2)cc1	5.6	5.9	-4.7	9.4	1.1	-8.4	-2.7
N#Cc1c(N)n(Cc2ccccc2)c(=O)c2cc([N+](=O)[O-])ccc12	2.1	-5.3	1.2	-1.5	0.9	0.9	-3.7
O=C(COC(=O)c1ccc(F)c(S(=O)(=O)N2CCOCC2)c1)NCc1ccco1	20.6	-1.5	3.8	-0.3	5.1	3.5	3.2
O=C1CCN(S(=O)(=O)c2ccc(Cl)cc2)N1	-0.5	0.2	-4.3	1.7	0.4	·	·
O=C(Cc1ccc(F)cc1)Nc1cccc2cccnc12	-6.7	·	-2.7	·	1.9	·	·
Cc1ccc(S(=O)(=O)Nc2ccc3c(c2)C(=O)N([C@H](C)CO)C[C@@H](C)[C@H](CN(C)C(=O)c2ccncc2)OCCCC[C@@H](C)O3)cc1	-5.2	36.2	0.2[16.7 µM]	3.7	53.6	·	·
CC1CCN(C(=O)c2ccc(-c3ccccc3Cl)o2)CC1	21.0	-3.7	·	?	·	5.9	-1.6

Single records, from the list above. Screens in order: ARNT TACC3 PPI, Statin myotox sup, miR-122 sensor, esBAF inh, Cneo AK release, ERp5 inh, SIRT5 inh
CC1CCN(C(=O)c2ccc(-c3ccccc3Cl)o2)CC1 in the list: 21.0, -3.7, ·, ?, ·, 5.9, -1.6
O=C1CCN(S(=O)(=O)c2ccc(Cl)cc2)N1 in the list: -0.5, 0.2, -4.3, 1.7, 0.4, ·, ·
CCNC(=O)[C@@H]1[C@@H](CO)[C@@H]2Cn3c(cccc3=O)[C@@H]2N1Cc1cccc(F)c1 in the list: -2.3, 2.2, -3.8[16.7 µM], 1.3, -4.8, -4.8, -2.1

(listing goes on)
SMILES	ARNT TACC3 PPI	Statin myotox sup	miR-122 sensor	esBAF inh	Cneo AK release	ERp5 inh	SIRT5 inh
COc1cc(C(=O)N(C(C)C)C2CCCCC2)cc(OC)c1OC	·	26.1	-25.7	-4.7	-1.3	-14.3	-1.2
CCN1C(=O)/C(=C2\SC(=S)N(NC(=O)c3ccccc3O)C2=O)c2ccccc21	64.6*	·	·	·	·	6.5	-5.2
COc1ccc(S(=O)(=O)N2CCN(Cc3ccc(OCCO)cc3)CC2)cc1	1.3	·	·	·	-5.0	1.0	-3.1
COCC(=O)N1C[C@H](C)[C@H](OC)CN(C)C(=O)c2ccc(NS(C)(=O)=O)cc2OC[C@@H]1C	-0.1	10.7	·	0.4	-2.1	-1.6	0.8
C#CCOCC1CN(c2ccccc2)C(=O)O1 (stereo not drawn)	·	·	·	·	1.2	2.0	-4.6
COc1ccc([N+](=O)[O-])cc1NC(=O)C(C)OC(=O)C1CCCC1 (stereo not drawn)	-0.6	-3.8	0.4	-0.6	-1.1	-1.8	-0.9
O=C(COC(=O)c1ccccc1)Nc1ncc([N+](=O)[O-])s1	16.1	-3.5	-2.1	19.5	-0.8	4.2	20.9*
C[C@@H]1CN([C@H](C)CO)C(=O)c2cc(NS(=O)(=O)c3ccc(Cl)cc3)ccc2O[C@@H](C)CCCCO[C@@H]1CN(C)C	-4.9	10.6	2.0[16.7 µM]	0.2	11.4	-1.4	1.6
Cc1cc(Cl)ccc1OCCCC(=O)N/N=C/c1cccc([N+](=O)[O-])c1	-3.2	8.6	-0.7	-2.5	0.1	·	·
